Source: PubChem (National Center for Advancing Translational Sciences (NCATS))
TexasRed fluor: counter-screen for TRb-SRC2 inhibitors: fluorescence interference; TRb/SRC2 Texas Red total fluorescence interference; Potency, µM (top dose mostly 106 µM), inactives show at the top dose fluorescence change, negative = quenching; actives 0.29% (n = 280,000); AID 1479; active = well fitted curve in either direction with a large enough effect; inconclusive = small, poorly fitted or top-dose-only effect; note: % is set by controls: 0 for no effect and ±100 for the full control effect
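Flags fluorescent or light-absorbing compounds by total fluorescence, S + 2P, at 555 nm excitation and 632 nm emission. Mixture: 20 nM Texas Red SRC2 peptide, 0.6 uM human TRb LBD, 1 uM T3, 5% DMSO; compound exposure 5 h at ambient temperature.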
L3MBTL1 inh: inhibitors of human L3MBTL1. AlphaScreen L3MBTL1–H3K9me1 peptide binding. AID 485360. actives 0.66% (n = 230,000). Potency, µM (top dose mostly 57.1 µM), for inactives: at the top dose activity, negative = inhibition, usual class: inhibitors. Q9Y468; note: % is set by controls: 0 for no effect and ±100 for the full control effect; nearly all actives have a fitted effect of over 60% in size
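Read-out is AlphaScreen signal from streptavidin donor and nickel chelate acceptor beads (10 ug/mL final each) bridging L3MBTL1 (50 nM) and biotinylated K9-monomethylated H3(1-15) peptide (75 nM), after 30 min compound exposure at room temperature.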
Tau fluor cs: counter-screen for tau fibril formation inhibitors. tau K18 P301L Alexa594 fluorescence, heparin fibrillization. Potency, µM (doses to about 57.7 µM), for the others: top-dose activity change, negative = decrease. actives 0.93% (n = 280,000). AID 1463; note: % is set by controls: 0 for no effect and ±100 for the full control effect; nearly all actives have a fitted effect of over 55% in size
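Human K18 P301L tau (15 uM unlabeled plus 0.24 uM Alexa 594-labeled, final) in 100 mM sodium acetate pH 7 was mixed with compound and 20 uM heparin and incubated 6 hr at 37 C.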
Tau ThT inhib: blocks human tau fibril formation measured by thioflavin T; recombinant tau K18 P301L, heparin-induced fibrillization, ThT fluorescence; Potency, µM (highest dose often 57.4 µM), for inactives: at the top dose activity, negative = inhibition, hits mostly inhibitors; actives 2.1% (n = 270,000); note: % is set by controls: 0 for no effect and ±100 for the full control effect; nearly all actives have a fitted effect of over 55% in size
Target sequence (P10636 561-689 P618L limits assumed): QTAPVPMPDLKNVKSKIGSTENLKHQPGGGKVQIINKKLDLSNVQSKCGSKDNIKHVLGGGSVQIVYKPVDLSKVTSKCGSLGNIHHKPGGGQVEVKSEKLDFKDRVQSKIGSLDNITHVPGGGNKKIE
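Using a mix of unlabeled (15 uM) and Alexa 594-labeled (0.24 uM) tau K18 P301L, heparin-triggered fibrillization over 6 hr at 37 C was scored by ThT fluorescence.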
TRb-SRC2 inh: disrupts binding of human TR beta to SRC2; P10828; TRbeta-SRC2 peptide binding, fluorescence polarization; receptor liganded with 1 µM T3; Potency, µM (series often up to 106 µM), for the others: at the top dose activity change, negative = inhibition, hits mostly inhibitors; actives 0.065% (n = 280,000); AID 1469;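 note: plate controls were bound peptide for no effect and peptide without receptor for full effect; nearly all actives have a fitted effect of over 50% in size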
Target sequence (P10828 whole entry, looked up): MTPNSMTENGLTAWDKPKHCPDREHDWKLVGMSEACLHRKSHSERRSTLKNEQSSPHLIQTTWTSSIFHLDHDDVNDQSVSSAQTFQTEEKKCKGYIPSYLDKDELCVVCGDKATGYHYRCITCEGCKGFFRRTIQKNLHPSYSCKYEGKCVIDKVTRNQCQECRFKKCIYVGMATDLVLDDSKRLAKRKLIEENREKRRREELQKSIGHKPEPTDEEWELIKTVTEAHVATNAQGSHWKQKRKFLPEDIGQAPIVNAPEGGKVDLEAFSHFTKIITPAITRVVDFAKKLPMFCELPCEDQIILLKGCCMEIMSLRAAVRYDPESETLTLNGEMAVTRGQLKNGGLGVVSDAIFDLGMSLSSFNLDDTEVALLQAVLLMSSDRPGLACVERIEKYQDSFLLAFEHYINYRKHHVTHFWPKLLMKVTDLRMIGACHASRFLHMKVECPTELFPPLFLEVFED
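Polarization signal, normalized between peptide-alone and full complex controls, measured compound effects on T3-liganded human TRb LBD (0.6 uM) binding 20 nM Texas Red SRC2 peptide after 5 hr.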
RECQ1 helicase: inhibitors of human RECQ1 DNA helicase; RECQ1 DNA unwinding, red fluorescence kinetic read; Potency, µM (doses to about 57.3 µM), without a hit: at the top dose activity, negative = inhibition, hits mostly inhibitors; actives 0.54% (n = 240,000);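 note: plate controls were vehicle for no effect and no enzyme for full effect; nearly all actives have a fitted effect of over 30% in size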
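RECQ1T1 50 nM; forked duplex (20 bp + 30-nt ss tails) 200 nM, ATP 2 mM final; pH 8.0, 2 mM MgCl2, 2.5 ug/ml poly(dI-dC); 15 min compound preincubation; discontinuous kinetic read over 2 h at RT.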
Tau fibril FP: tau fibrillization inhibition (FP). actives 0.39% (n = 280,000). K18 P301L tau heparin fibrillization, Alexa594 FP, 6 h. Potency, µM (titrated, usually from 57.7 µM), inactives show at the top dose activity, negative = inhibition, hits mostly inhibitors. AID 1468. P10636; note: % is set by controls: 0 for no effect and ±100 for the full control effect; nearly all actives have a fitted effect of over 55% in size
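Read-out: fluorescence polarization of Alexa 594-labeled tau (0.24 uM), 555 nm excitation, 632 nm emission. Mixtures held 15 uM unlabeled K18 P301L, compound and 20 uM heparin, pH 7 acetate buffer, incubated 6 hr at 37 C.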
HTT cytoprotect: cytoprotection in Huntington HTT-Q103 PC12 cell model; Potency, µM (doses to about 56.4 µM), without a hit: cytoprotection (ATP increase), hits mostly activators; AID 1471; PC12 HTT-Q103 induced, cytoprotection, ATP luminescence, 40 h; actives 0.14% (n = 230,000);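 note: % of control where 0% means no effect; nearly all actives have a fitted effect of over 45% in size; toxic huntingtin expression switched on by the ecdysone agonist tebufenozide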
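Cells were plated at 1500 per well in phenol red-free DMEM with 5% equine and 5% calf serum. Tebufenozide (100 nM final) and compounds were added, then ATPlite reagent, and luminescence was read.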
* hit, by the source's call; i = inactive; ? = inconclusive; · = no result given; & = joins results of further samples; [ ] = dose if it differs, or a comment. Unless noted, calls come from the whole dose curve; as a rule, active = well fitted curve in the direction sought with a large enough effect; inconclusive = small, poorly fitted or top-dose-only effect, or another doubt; inactive = no such curve, though single readings can be large; an effect the other way counts as inactive or inconclusive. Potency is the fitted concentration of half-maximal effect. Not all compounds are listed, so the mix of outcomes need not match the whole.

SMILES	TexasRed fluor	L3MBTL1 inh	Tau fluor cs	Tau ThT inhib	TRb-SRC2 inh	RECQ1 helicase	Tau fibril FP	HTT cytoprotect
O=C1COc2ccc(C(=O)COC(=O)c3ccco3)cc2N1	-1%	·	4%	·	-4%	-3%	-4%	10%[10 µM]
O=Cc1ccc(-c2ccccc2C(=O)O)o1	-4%	-10%	16%	10%	-4%	-5%	-3%	26%[10 µM]
Cc1cc(CSc2ccccc2)ccc1NC(=O)c1ccc(Cl)c([N+](=O)[O-])c1	-6%	36%[activator]	?	-18%	-9%	-10%	-9%	-7%
Cc1cccc(C)c1NS(=O)(=O)c1ccc2c(c1)[C@H]1C=CC[C@H]1[C@@H](c1ccc(Cl)cc1)N2	0%	·	?	?	11%	·	-2%	·
Cc1ccc(OCC(=O)Nc2cccc(C(=O)OCc3cc(=O)n4cc(C)sc4n3)c2)cc1	-1%	·	-2%	?	1%	·	1%	·
CCOC(=O)c1cc(S(=O)(=O)N(C)c2ccccc2)[nH]n1	?	·	-1%	-1%	-3%	·	-5%	·
CC(C)C(=O)N1c2ccccc2NC2=C(C(=O)CCC2)C1c1ccc(N(C)C)cc1 (centres undefined)	-1%	-2%	-14%	-14%	0%	22%	?	-26%
COc1ccc(NC(=O)Cn2c(=O)n(CCCC(=O)NCc3ccccc3Cl)c(=O)c3ccccc32)c(OC)c1	-2%	·	?	-21%	3%	·	0%	·
O=C(CSc1nnnn1-c1ccccc1)Nc1nsc(-c2ccccc2)n1	2%	5%	0%	-7%	-3%	-6%	1%	-2%[1.9 µM]
COc1ccc(S(=O)(=O)N(C)c2ccc(C(=O)NCCC(C)C)cc2)cc1	-3%	·	-17%	-13%	3%	16%	3%	-17%
C/C(=N\OC(=O)c1ccc(Cl)c(Cl)c1)c1sc(C)nc1C	0%	·	-16%	?	2%	-10%	-4%	-6%
O=C(c1cccc(Br)c1)c1conc1C(=O)c1ccco1	-1%	2%	-7%	-1%	-3%	-1%	-3%	·
O=C(CCCc1nc2ccccc2s1)N1CCN(S(=O)(=O)c2cccs2)CC1	-2%	0%	-16%	-11%	-15%	-9%	-4%	7%[10 µM]
COc1ccccc1-c1nnc2sc(COc3ccc(Cl)cc3Cl)nn12	-2%	-10%	-5%	-14%	5%	7%	5%	-14%
COC(=O)c1ccc(CSc2nc3ccccc3s2)o1	0%	28%	-22%	-19%	-2%	i	-12%	12%[10 µM]

In a second layout: results already given.
Molecule | TexasRed fluor | L3MBTL1 inh | Tau fluor cs | Tau ThT inhib | TRb-SRC2 inh | RECQ1 helicase | Tau fibril FP | HTT cytoprotect
COc1ccccc1-c1nnc2sc(COc3ccc(Cl)cc3Cl)nn12 | -2% | -10% | -5% | -14% | 5% | 7% | 5% | -14%
Cc1cccc(C)c1NS(=O)(=O)c1ccc2c(c1)[C@H]1C=CC[C@H]1[C@@H](c1ccc(Cl)cc1)N2 | 0% | · | ? | ? | 11% | · | -2% | ·
C/C(=N\OC(=O)c1ccc(Cl)c(Cl)c1)c1sc(C)nc1C | 0% | · | -16% | ? | 2% | -10% | -4% | -6%
O=C(CCCc1nc2ccccc2s1)N1CCN(S(=O)(=O)c2cccs2)CC1 | -2% | 0% | -16% | -11% | -15% | -9% | -4% | 7%[10 µM]
CC(C)C(=O)N1c2ccccc2NC2=C(C(=O)CCC2)C1c1ccc(N(C)C)cc1 (centres undefined) | -1% | -2% | -14% | -14% | 0% | 22% | ? | -26%
O=C(CSc1nnnn1-c1ccccc1)Nc1nsc(-c2ccccc2)n1 | 2% | 5% | 0% | -7% | -3% | -6% | 1% | -2%[1.9 µM]

(continued)
SMILES	TexasRed fluor	L3MBTL1 inh	Tau fluor cs	Tau ThT inhib	TRb-SRC2 inh	RECQ1 helicase	Tau fibril FP	HTT cytoprotect
COc1ccc(NC(=S)N2CCN(c3ccccn3)CC2)cc1OC	-3%	-9%	-10%	-13%	8%	-9%	-11%	1%[10 µM]
CC1(C)CC(=O)C(C2=NC(C)(C)Cc3ccccc32)=C(O)C1	0%	6%	-13%	-21%	-1%	-7%	-4%	2%
CCCn1c(SCC(=O)Nc2cccc(C)n2)nnc1C(C)C	-5%	46%[activator]	-7%	-1%	-10%	-9%	?	-6%[10 µM]
Cn1c(-c2ccccc2)nc2cnccc21	-2%	13%	9%	1%	1%	9%	-4%	0%[10 µM]
Nc1ccnn1Cc1ccncc1	1%	1%	-10%	-16%	6%	-1%	-7%	20%[10 µM]
C=CCOC(=O)C1=C[C@H](C2CCCCC2)[C@@H](CCCO)[C@H](OCC)O1	-3%	39%	-9%	-18%	-3%	-13%	-4%	6%[10 µM]
COC(=O)c1cccc(NC2CC(=O)N(c3ccc(OC)c(OC)c3)C2=O)c1 (centres undefined)	-1%	11%[11.4 µM]	0%	-18%	-2%	-4%	4%	5%
Nc1nc(NCCOCCO)nc(NCC2CCCO2)c1[N+](=O)[O-] (centres undefined)	0%	5%	-2%	-12%	3%	6%	-6%	18%[10 µM]
COc1ccc(-c2cc(C(F)(F)F)nc(N3CCOCC3)n2)cc1OC	-2%	6%	-13%	-12%	-7%	-10%	-1%	-22%
CCCc1nnc(SCC(=O)N2CCCC2)n1CC1CCCO1 (centres undefined)	1%	·	1%	-7%	4%	i	-8%	-10%
CC(=O)NC(CC(=O)c1ccc([N+](=O)[O-])cc1)C(Cl)(Cl)Cl (centres undefined)	7%	-25%	4%	9%	-3%	1%	-4%	22%[10 µM]
COc1cccc(OC)c1OCCNCC1COc2ccccc2O1 (centres undefined)	-7%&-1%&-11%	·	-4%&-6%&-5%	-5%&-4%&-1%	0%&-1%&-1%	-3%&-4%	9%&-3%&-4%	-19%
COc1cc(CN(C)Cc2nc3cc(C(F)(F)F)ccc3c(=O)[nH]2)ccc1OC(F)F	-1%	8%	-12%	0%	6%	i	1%	18%[10 µM]
CCOC(=O)C1=C(CN2CCN(C(=O)OCC)CC2)NC(=O)NC1c1ccc2c(c1)OCO2 (centres undefined)	-3%	·	3%	0%	0%	-1%	5%	1%
COc1ccccc1C(=O)N/C(=C\c1ccc(Br)cc1)C(=O)N1CCCC1	0%	-5%	-6%	-7%	-5%	-2%	2%	8%[10 µM]
O=C1COc2ccc(-c3cc(-c4ccc(F)cc4)c4c(n3)-c3cc(Cl)ccc3OC4)cc2N1	-3%	·	-10%	11%	-2%	·	?	·
CCN1C(=O)C(O)(CC(=O)c2ccc3c(c2)OCCO3)c2ccccc21 (centres undefined)	1%	·	-3%	1%	-26%	i	-4%	-14%
Cc1nc(N2CCCC2)c2c(C(=O)Nc3ccc(Br)cc3F)c(C)oc2n1	-3%	·	-8%	-3%	-3%	·	1%	·
COCCCN(C(=S)Nc1cccc(Cl)c1)C(C)c1ccncc1 (centres undefined)	-6%	29%	4%	14%	0%	i	8%	·
CCCCCCC1CC(C)(/C(C)=N/NC(N)=O)OC1=O (centres undefined)	0%	8%	-6%	-7%	1%	-11%	-1%	-11%
Cc1cccc(Nc2ccccc2C(=O)O)c1C	1%	-7%	-14%&-26%	-8%&-17%	8%	-12%	11%&3%	-11%
COc1cc2oc(=O)cc(-c3cccc(-c4ccc(C(C)=O)cc4)c3)c2c(OC)c1OC	1%	·	-13%[81.3 µM]	-11%[81.4 µM]	11%	-9%[81.1 µM]	8%[81.3 µM]	-170%[inhibitor]
CCOC(=O)c1cc(-c2ccccc2)n(CC(=O)Nc2ccccc2OCC)c1C	-1%	·	7%	8%	-2%	·	-5%	·
CCN(CC)CCn1c(=N)n(CCOc2ccccc2Cl)c2ccccc21	-1%	·	-15%	-13%	-6%	·	?	·
N#C/C(=C\c1cccnc1)C(=O)NC1CCCCC1	-1%	0%	0%	4%	9%	3%	6%	0%[10 µM]
CCCNC(=O)[C@H](C)NC(=O)c1ccc(Br)cc1	-3%	-1%	-3%	-5%	2%	-4%	4%	-1%
COc1ccc(C(=O)Nc2nc(N3C(=O)c4ccccc4C3=O)n(-c3ccccc3)n2)cc1	1%	·	-9%	-5%	4%	i	-8%	-17%
Cc1nc2nc(NC(=O)c3ccc(C(C)(C)C)cc3)[nH]n2c(=O)c1C	0%	·	0%	-6%	-11%	·	3%	·
C=CCn1c(=S)[nH]c2scc(-c3ccco3)c2c1=O	-7%	·	-7%	·	-8%	32µM*	-10%	19%[10 µM]
CCOC(=O)c1cc(-c2ccc(OC)cc2)n(CCC(=O)NCCc2ccc(OCC)c(OCC)c2)c1C	0%	·	-7%	-8%	-6%	·	9%	·
O=C(Nc1nc(=O)c2ccccc2s1)c1ccc(F)cc1	-1%	-2%	-2%	-14%	-8%	i	-10%	13%[10 µM]
Cc1cccc(CNC(=O)C2CCC(CNS(=O)(=O)c3ccc4c(c3)CCCC(=O)N4)CC2)c1 (centres undefined)	-5%	·	-16%	-12%	0%	·	7%	·
COc1ccc(CCNC(=O)c2ccc([N+](=O)[O-])cc2)cc1	1%	8%	-14%	?	3%	-9%	3%	3%[10 µM]
CCOC(=O)CC(NC(=O)CCc1c(C)nc2c(c1C)c(=O)n(C)c(=O)n2C)c1ccc(OCC)c(OC)c1 (centres undefined)	-3%	·	-1%	0%	-4%	·	-3%	·
CC1(C)Cc2ccccc2C(Nn2cnnc2)=N1	1%	7%	1%	-8%	5%	-2%	-4%	-5%
Cc1ccc(-n2ncc(C(=O)NCCCN3CCc4ccccc4C3)c2C2CCN(C(=O)OC(C)(C)C)CC2)c(C)c1	-31%	·	-9%	-14%	0%	·	?	·
Cc1ccc(S(=O)(=O)N2CCCCC2)cc1NC(=O)CCOc1ccccc1	?	6%	-16%	-3%	-2%	-1%	-3%	-3%[10 µM]
O=C(Cn1nnc(-c2ccccc2)n1)Nc1ccccc1N1CCOCC1	1%	1%	-9%	1%	-1%	-10%	-1%	-2%[10 µM]
COC(=O)c1c(C(=O)OC)c(-c2ccccc2)n2c1CS(=O)(=O)C2	-3%	·	-15%	-10%	2%	-5%	-7%	-3%
Cc1cc(C)nc(SCC(=O)NC2=NN=C(c3ccc(Br)cc3)CS2)n1	-2%	-11%	-17%	?	-4%	i	?	-14%
